SENP1 inh: inhibitors of human SENP1 SUMO protease catalytic domain | recombinant SENP1 catalytic domain, CyPet-SUMO1-YPet FRET cleavage | inhibition, % at 10 µM | 360,000 tested, 0.21% active | AID 624204;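 active = inhibition at least 30% at 10 µM, raw YFP signal under a set limit, fluorescence ratio 0.5 to 1.5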;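 note: 0% = enzyme with DMSO and 100% = no enzyme wells; some results filed as inactive read as strong as hits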
Target sequence (Q9P0U3 419-644 limits assumed): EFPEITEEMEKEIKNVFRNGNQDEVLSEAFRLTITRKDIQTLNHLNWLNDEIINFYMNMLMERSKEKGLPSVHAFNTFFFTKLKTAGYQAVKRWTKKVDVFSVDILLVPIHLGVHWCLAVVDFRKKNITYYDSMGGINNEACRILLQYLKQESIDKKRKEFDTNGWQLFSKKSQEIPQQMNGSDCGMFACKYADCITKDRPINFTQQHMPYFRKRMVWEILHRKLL
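Assay system – human recombinant His6-tagged SENP1 catalytic domain enzyme · Input – SENP1 enzyme, 20 pM final · Buffer or medium – Tris pH 8 buffer plus EDTA, NaCl, BME, BSA, NP40, catalase · Schedule – 50 min reaction at room temperature · Technique – FRET read of cyan and yellow fluorescence · Control set – no-enzyme wells low, DMSO-plus-enzyme wells high control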
APOBEC3G inh: inhibitors of human APOBEC3G DNA deaminase; 330,000 tested, 0.28% active; inhibition, % at 20 µM; AID 493012; Q9HC16; recombinant A3G, ssDNA deamination FAM/TAMRA fluorescence;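 active = inhibition of at least 40% at 20 µM, with no more than 30% in the related APOBEC3A deaminase screen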;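 note: plate controls were DMSO wells with A3G for no effect and wells lacking A3G enzyme for full effect; some compounds called inactive have numbers as strong as hits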
Target sequence (Q9HC16 whole entry, looked up): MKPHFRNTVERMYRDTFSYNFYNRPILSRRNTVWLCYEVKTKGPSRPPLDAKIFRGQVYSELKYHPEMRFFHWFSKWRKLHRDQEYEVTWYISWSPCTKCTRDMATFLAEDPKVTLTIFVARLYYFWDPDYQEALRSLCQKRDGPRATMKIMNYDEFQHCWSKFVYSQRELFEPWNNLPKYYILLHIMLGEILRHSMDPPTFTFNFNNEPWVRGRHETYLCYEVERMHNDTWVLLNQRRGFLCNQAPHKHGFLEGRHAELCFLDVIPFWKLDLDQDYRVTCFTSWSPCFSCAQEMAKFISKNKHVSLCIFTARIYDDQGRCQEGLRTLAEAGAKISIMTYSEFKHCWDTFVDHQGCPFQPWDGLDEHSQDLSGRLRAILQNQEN
beta cell repl: MIN6 beta-cell proliferation induction. AID 2380. 330,000 tested, 0.29% active. proliferation, % at 10 µM. MIN6 cells proliferation, ATPlite luminescence, 48 h; cells starved in 0.2% serum; 100% = growth in 10% serum;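 active = compounds whose signal lies at least 3.5 SD above the mean of all wells on their plate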;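 note: 0% = DMSO-treated cells in low-serum medium and 100% = 10% serum control; some compounds called inactive have numbers as strong as hits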
hIAP inh: blocks human intestinal alkaline phosphatase | AID 2544 | P09923 | 330,000 tested, 0.12% active | purified IAP, CDP-Star luminescence, 30 min | inhibition, % at 10 µM;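 active = inhibition reaching a set limit with compound at 10 µM in the primary screen, cut at about 35% in these data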;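 note: plate controls were DMSO wells with enzyme for no effect and no-enzyme buffer wells for full effect; values of inactives mirror those of a sister screen read the other way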
hIAP act: human IAP activation. P09923. purified human IAP, CDP-Star luminescence, 30 min; active compounds read high; 1 = vehicle-only enzyme, 0 = enzyme-free background. activation factor at 10 µM. 330,000 tested, 0.16% active. AID 2524;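 active = activation factor of the enzyme at least 2-fold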; note: the source names both 10 and 20 µM as test concentration; values of inactives mirror those of a sister screen read the other way
A3A deaminase: human APOBEC3A DNA deaminase inhibition. P31941. recombinant A3A, FAM/TAMRA ssDNA deamination fluorescence. inhibition, % at 20 µM. 330,000 tested, 0.41% active. AID 493011;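 active = at least 40% inhibition at 20 µM here, with at most 30% in a related deaminase screen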;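 note: plate controls were A3A with DMSO for no effect and wells lacking A3A enzyme for full effect; some results filed as inactive read as strong as hits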
Target sequence (P31941 whole entry, looked up): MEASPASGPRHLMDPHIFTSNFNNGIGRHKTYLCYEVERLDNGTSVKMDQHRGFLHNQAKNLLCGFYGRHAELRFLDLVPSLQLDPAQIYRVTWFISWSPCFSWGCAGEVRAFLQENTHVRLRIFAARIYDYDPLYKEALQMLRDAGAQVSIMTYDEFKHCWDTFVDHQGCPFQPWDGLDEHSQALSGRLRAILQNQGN
mIAP block: blocks mouse intestinal alkaline phosphatase. purified mouse IAP, CDP-Star luminescence, 30 min. inhibition, % at 10 µM. 330,000 tested, 0.2% active. AID 2806;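 active = inhibition of at least 40% at 10 µM in the primary screen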;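 note: plate controls were DMSO with enzyme for no effect and no enzyme wells for full effect; values of inactives mirror those of a sister screen read the other way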
mIAP act: increases mouse intestinal alkaline phosphatase activity; 330,000 tested, 0.24% active; muIAP, CDP-Star luminescence, 30 min; active compounds read high; 1 = vehicle-only enzyme signal, 0 = enzyme-free wells; activation factor at 10 µM;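 active = activation factor of at least 2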; note: the source names both 10 and 20 µM as test concentration; values of inactives mirror those of a sister screen read the other way
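Assay system: mouse IAP enzyme; reagent: chemiluminescent substrate CDP-Star; dosing: test compounds delivered from DMSO solution; schedule: 30 min at room temperature; measured by: luminescence from enzymatic CDP-Star hydrolysis; controls: DMSO-only wells and no-enzyme negative control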
NALP3 yeast inh: inhibitors of NALP3 inflammasome in yeast; Yeast reconstituted NLRP3/ASC/caspase-1, beta-gal luminescence, 24 h; inhibition, % at 10 µM; 330,000 tested, 0.39% active;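 active = inhibition of 50% or more; inactive = inhibition below 50%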;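 note: plate controls were induced DMSO wells for no effect and uninduced yeast grown without galactose for full effect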
* = called active by the depositor; / = no result given. Only part of the results is shown. The share of hits here may be higher or lower than overall.

Letter code – A = SENP1 inh; B = APOBEC3G inh; C = beta cell repl; D = hIAP inh; E = hIAP act; F = A3A deaminase; G = mIAP block; H = mIAP act; I = NALP3 yeast inh
O=C(Cn1cncn1)N/N=C/c1ccccc1O
  A: -39.7; B: -4.1; C: -1.8; D: -54.6; E: 1.55; F: -0.6; G: -12.4; H: 1.12; I: 9.3
Clc1ccccc1OCc1nn[nH]n1
  A: -0.3; B: -2.6; C: 0.7; D: -6.3; E: 1.06; F: 4.4; G: 0.4; H: 0.996; I: 9.5
O=C(OCC(=O)N1CCCCCC1)c1ccc([N+](=O)[O-])cc1Cl
  A: 2.0; B: 4.3; C: -2.3; D: 18.9; E: 0.811; F: 1.8; G: 7.5; H: 0.925; I: 5.2
O=C1CCCC2=C1C(O)(C(F)(F)F)C(=O)N2Cc1ccccc1 (stereo not given)
  A: 2.7; B: -3.6; C: 3.3; D: 9.7; E: 0.903; F: 0.8; G: 5.9; H: 0.941; I: 3.8
CCN(CC)c1cc2nc(C)n(Cc3ccccc3)c(=O)c2cc1NC(=O)C1CC1
  A: -8.4; B: 13.0; C: -0.6; D: 9.0; E: 0.91; F: -0.7; G: 1.4; H: 0.986; I: 15.1
CN(C(=O)c1cccc(C#N)c1)c1nnc(-c2cnccn2)s1
  A: -1.7; B: -3.4; C: -1.7; D: 17.6; E: 0.824; F: -24.0; G: -3.3; H: 1.03; I: 7.9
Cc1ccc(C)c(OCC(O)CN2CCC(CN3C(=O)c4cccc5cccc(c45)C3=O)CC2)c1 (stereo not given)
  A: -0.5; B: -4.1; C: -6.3; D: 19.5; E: 0.805; F: 3.2; G: 19.4; H: 0.806; I: 39.2
Cc1n[nH]c(C)c1S(=O)(=O)N1CCN(C2CCCCC2)CC1
  A: 1.8; B: 2.3; C: -3.2; D: 5.8; E: 0.942; F: 2.9; G: -5.2; H: 1.05; I: 8.9
CCOc1ccc(CN2CCNC(=O)C2CC(=O)NCc2csc(C(C)C)n2)cc1 (stereo not given)
  A: -11.9; B: -5.3; C: -1.0; D: -10.2; E: 1.1; F: -3.5; G: 3.8; H: 0.962; I: 20.4
CSc1ccccc1OCc1cc(C(=O)NCCN2CCCc3ccccc32)no1
  A: -68.4; B: -2.9; C: -5.7; D: -17.5; E: 1.18; F: -4.7; G: -2.1; H: 1.02; I: 9.0
CN1C(=O)C(=O)/C(=C(/O)c2ccc(Br)cc2)C1c1cccc([N+](=O)[O-])c1 (stereo not given)
  A: 3.2; B: -3.9; C: -5.0; D: -12.3; E: 1.12; F: -0.4; G: 1.5; H: 0.985; I: 17.6
O=[N+]([O-])c1cccc(C2=NCCS2)c1
  A: 1.4; B: -5.1; C: 2.5; D: 4.1; E: 0.959; F: 0.0; G: -4.2; H: 1.04; I: 8.8
CN(C)C(=O)N1CCNCC1
  A: -0.1; B: -5.5; C: -1.3; D: 16.5; E: 0.835; F: -1.2; G: 6.7; H: 0.933; I: 13.4
CCOC1(OCC)C(c2ccc(Cl)cc2)C(C#N)(C#N)C1(OCC)OCC (stereo not given)
  A: 1.4; B: -4.0; C: -5.3; D: 4.4; E: 0.956; F: -5.9; G: -3.0; H: 1.03; I: -2.7
Cc1ccc(Oc2nc3ccccn3c(=O)c2/C=C(\C#N)C(=O)Nc2c(C)n(C)n(-c3ccccc3)c2=O)c(C)c1
  A: -19.7; B: -10.5; C: 0.0; D: 3.1; E: 0.969; F: -2.6; G: -2.6; H: 1.03; I: -1.3

Some of the entries above, reformatted:
compound	SENP1 inh	APOBEC3G inh	beta cell repl	hIAP inh	hIAP act	A3A deaminase	mIAP block	mIAP act	NALP3 yeast inh
O=C(OCC(=O)N1CCCCCC1)c1ccc([N+](=O)[O-])cc1Cl	2.0	4.3	-2.3	18.9	0.811	1.8	7.5	0.925	5.2
O=C1CCCC2=C1C(O)(C(F)(F)F)C(=O)N2Cc1ccccc1 (stereo not given)	2.7	-3.6	3.3	9.7	0.903	0.8	5.9	0.941	3.8

The listing continues.
Letter code – A = SENP1 inh; B = APOBEC3G inh; C = beta cell repl; D = hIAP inh; E = hIAP act; F = A3A deaminase; G = mIAP block; H = mIAP act; I = NALP3 yeast inh
COCCn1cnc2c(c1=O)c1nc3ccccc3nc1n2/N=C/c1ccc(OC)c(OC)c1
  A: 0.5; B: -5.0; C: -4.0; D: 3.3; E: 0.966; F: -6.2; G: 6.5; H: 0.935; I: 8.1
CCc1ccc(CNC(=O)CCC(=O)n2ncc3cc(C)ccc32)cc1
  A: 4.1; B: -2.8; C: -4.3; D: 12.9; E: 0.871; F: -0.2; G: -9.2; H: 1.09; I: 39.9
CC(=O)c1sc(-c2ccccc2)cc1NS(=O)(=O)c1ccccc1
  A: -63.5; B: -4.9; C: 3.5; D: 6.2; E: 0.938; F: -3.2; G: 6.7; H: 0.933; I: -11.9
CC(=O)Nc1ccc(Oc2cnccn2)cc1
  A: -2.1; B: -4.2; C: 0.0*; D: -61.5; E: 1.61; F: 8.1; G: 6.2; H: 0.938; I: 24.5
COc1ccc2c(c1)[nH]c1c(=O)n(/N=C/c3ccc(OC)c(CN4CCCCC4)c3)cnc12
  A: -0.9; B: -1.8; C: -4.1; D: 8.8; E: 0.912; F: 4.5; G: 10.9; H: 0.891; I: -2.6
Cc1ccc(CC(=O)NCc2ccc3c(c2)OCO3)cc1
  A: 0.5; B: 0.7; C: -2.0; D: 6.5; E: 0.935; F: 2.9; G: 0.0; H: 1; I: 14.3
O=C1CNC(=S)N1CCCc1ccccc1
  A: 2.2; B: -2.6; C: -3.2; D: -31.3; E: 1.31; F: -2.9; G: 4.9; H: 0.951; I: 3.3
CCOc1ccccc1N1C(=O)CC(N(O)c2ccccc2)C1=O (stereo not given)
  A: 2.1; B: -4.1; C: 2.1; D: 13.8; E: 0.862; F: 0.1; G: -3.9; H: 1.04; I: 20.2
C=CCSc1nnc2c(n1)OC(c1c(C)[nH]n(-c3ccccc3)c1=O)Nc1ccccc1-2 (stereo not given)
  A: 2.2; B: -1.9; C: 2.5; D: -15.1; E: 1.15; F: -3.3; G: 9.4; H: 0.906; I: 10.0
CCCCCC1CCC(C(=O)NCCN2CCOCC2)CC1 (stereo not given)
  A: 2.2; B: -2.3; C: -3.4; D: -8.9; E: 1.09; F: -0.9; G: 0.8; H: 0.992; I: 18.8
COc1ccc(-c2ccnc3nc(N4CCN(c5ccccc5)CC4)nn23)cc1
  A: 0.7; B: -3.7; C: 1.9; D: -6.3; E: 1.06; F: -1.8; G: 12.0; H: 0.88; I: 27.2
Nc1c2c(=O)oc(-c3ccccc3)cc2nn1-c1ccccc1
  A: -2.9; B: -4.4; C: -3.5; D: 0.6; E: 0.994; F: -4.5; G: 5.8; H: 0.942; I: 50.8*
Cc1ccc(CN2CCN(C3CCCC3)C(CCO)C2)s1 (stereo not given)
  A: 1.4; B: -11.8; C: 3.4; D: -1.4; E: 1.01; F: 1.5; G: 3.1; H: 0.969; I: 7.9
COc1cc(C2NC(=S)NC(C)=C2C(=O)c2ccccc2)ccc1O (stereo not given)
  A: -5.5; B: -5.3; C: 0.0; D: 21.6; E: 0.784; F: -1.9; G: 18.4; H: 0.816; I: 2.0
Cc1nn(-c2ccccc2)c(C)c1-c1cc(C(=O)N/N=C/c2cccnc2)[nH]n1
  A: /; B: -6.3; C: 4.6; D: -38.3; E: 1.38; F: -1.3; G: 14.4; H: 0.856; I: 10.6

Limited to A3A deaminase (six entries from above):
canonical_smiles	A3A deaminase
CN1C(=O)C(=O)/C(=C(/O)c2ccc(Br)cc2)C1c1cccc([N+](=O)[O-])c1 (stereo not given)	-0.4
Cc1ccc(CN2CCN(C3CCCC3)C(CCO)C2)s1 (stereo not given)	1.5
CCOC1(OCC)C(c2ccc(Cl)cc2)C(C#N)(C#N)C1(OCC)OCC (stereo not given)	-5.9
COCCn1cnc2c(c1=O)c1nc3ccccc3nc1n2/N=C/c1ccc(OC)c(OC)c1	-6.2
CCCCCC1CCC(C(=O)NCCN2CCOCC2)CC1 (stereo not given)	-0.9
Cc1nn(-c2ccccc2)c(C)c1-c1cc(C(=O)N/N=C/c2cccnc2)[nH]n1	-1.3
